Bioassay records deposited in PubChem by several laboratories.
KCNQ1 block: inhibitors of human KCNQ1 channel, primary screen, cell-based, thallium flux, high-throughput; Potassium voltage-gated channel subfamily KQT member 1 (Homo sapiens), P51787; CHO-K1 KCNQ1, FluxOR thallium flux fluorescence; hits give high values; B-score at 10 µM; 310,000 compounds, 1.3% hits; AID 2642, 2010;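 active means compounds whose thallium flux B-score, printed positive for inhibition, exceeds three library SD while starting fluorescence stays within three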;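 further: channel opened by potassium depolarization with thallium stimulus after 20 min compound exposure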
KCNQ1 act: potentiators or activators of KCNQ1 channel, primary screen, cell-based, thallium flux, high-throughput; CHO-K1 KCNQ1, thallium flux FluxOR fluorescence; hits give high values; B-score at 10 µM; 310,000 compounds, 0.35% hits; AID 2648, 2010; Potassium voltage-gated channel subfamily KQT member 1 (Homo sapiens), P51787;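 active means fluorescence ratio B-score, a plate-corrected score, at least three library SD, with initial intensity B-score within 5 SD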
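System: Stable KCNQ1 CHO-K1 line | Incubation: 90 min dye loading and 20 min compound exposure, both at room temperature | Measure: Ratio B score | Medium: Assay buffer for compound exposure, DMSO matched across wells | Compound dosing: Single-concentration screen | Probe or stimulus: K+/Tl+ depolarizing stimulus | Measured by: Kinetic FluxOR fluorescence, 10 s baseline plus 110 s post-stimulus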
KCNK3 inh: human KCNK3 channel inhibitors, primary screen, CHO cells, FluxOR thallium flux, B-score; 340,000 compounds, 0.84% hits; FluxOR fluorescence; hits give low values; AID 602410, 2012; Potassium channel subfamily K member 3 (Homo sapiens), O14649; B-score at 10 µM;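 active means B-score under library mean minus 4 SD, starting fluorescence ratio at most library mean plus 5 SD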;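 further: more negative B-score means stronger inhibition of thallium flux through KCNK3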
Target sequence (O14649 whole entry, looked up): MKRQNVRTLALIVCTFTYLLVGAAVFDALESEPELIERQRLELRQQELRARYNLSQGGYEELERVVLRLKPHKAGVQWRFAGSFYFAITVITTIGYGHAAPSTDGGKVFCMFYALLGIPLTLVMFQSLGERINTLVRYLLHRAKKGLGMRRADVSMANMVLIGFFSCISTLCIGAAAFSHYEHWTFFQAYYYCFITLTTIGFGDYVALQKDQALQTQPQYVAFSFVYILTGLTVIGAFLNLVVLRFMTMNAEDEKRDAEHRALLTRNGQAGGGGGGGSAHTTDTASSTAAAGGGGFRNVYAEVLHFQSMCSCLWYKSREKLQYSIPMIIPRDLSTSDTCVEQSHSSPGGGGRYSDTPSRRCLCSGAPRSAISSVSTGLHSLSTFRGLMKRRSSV
hERG protect: hERG rescue from dofetilide block, primary screen, cell-based, CHO-hERG, FluxOR thallium flux, dofetilide IC70; dofetilide IC70 present; activation (rescue from dofetilide block), less the hit threshold, % at 10 µM; 310,000 compounds, 0.51% hits; AID 1511, 2009;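 active means activation above the mean of controls blocked by dofetilide plus 5 SD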;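 further: thallium influx through hERG after potassium depolarization seen as dye fluorescence rise; in these data hits start at about 4.7%; inactives centre near -7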
GSK3beta inhib: human GSK3beta kinase inhibitors, primary screen, biochemical, cell-free homogeneous, HTS; Glycogen synthase kinase-3 beta (Homo sapiens), P49841; GST-GSK3beta kinase, ADP-Glo luminescence, 60 min; hits give low values; activity score (negative = inhibition), % at 10 µM; 300,000 compounds, 0.038% hits; AID 2097, 2009;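 active means more than half of replicate wells score below -50%, meaning over 50% inhibition versus plate controls; inconclusive means some replicates but at most half score below -50%; inactive means no replicate scores below -50%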;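 further: 0% = median DMSO wells and -100% = median GW8510 positive control wells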
Target sequence (P49841 whole entry, looked up): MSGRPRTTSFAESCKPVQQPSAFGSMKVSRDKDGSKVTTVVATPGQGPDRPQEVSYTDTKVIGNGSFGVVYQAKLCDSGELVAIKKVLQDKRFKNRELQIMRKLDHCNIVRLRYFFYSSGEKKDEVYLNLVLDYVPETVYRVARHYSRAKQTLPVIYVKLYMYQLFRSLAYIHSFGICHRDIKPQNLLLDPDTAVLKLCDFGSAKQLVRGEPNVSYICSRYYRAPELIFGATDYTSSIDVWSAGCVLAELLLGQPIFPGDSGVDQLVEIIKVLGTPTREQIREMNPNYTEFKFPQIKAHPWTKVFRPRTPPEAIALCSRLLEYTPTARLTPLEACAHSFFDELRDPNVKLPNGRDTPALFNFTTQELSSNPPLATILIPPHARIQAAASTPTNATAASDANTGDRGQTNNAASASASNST
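Test system: GST-fused GSK3beta enzyme, cell-free | Quantity: 1.6 ng GST-GSK3beta enzyme per well | Reagent: 25 µM ATP with peptide substrate | Schedule: 60 min enzyme reaction, room temperature | Signal: Luminescent ADP-Glo measurement of ADP formed | Read-out basis: Score relative to plate controls | Control set: DMSO and 20 µM GW8510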
GSK3 alpha inh: blockers of GSK3A enzyme activity – biochemical, luminescence, cell-free homogeneous, HTS, primary screen; Glycogen synthase kinase-3 alpha (Homo sapiens), P49840; GSK-3 alpha kinase, ADP-Glo luminescence, 60 min; inhibition, % at 10 µM; 320,000 compounds, 0.1% hits;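 in the data active means inhibition above about 50%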;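 further: GST-tagged GSK-3 alpha with peptide substrate and 25 µM ATP; 0% = DMSO neutral wells and 100% = GW8510 positive control wells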
KCNK9 block: KCNK9 potassium channel inhibitors, primary screen, HEK293 cells, thallium flux; B-score at 10 µM; 310,000 compounds, 1.2% hits; Potassium channel subfamily K member 9 (Homo sapiens), Q9NPC2; FluxOR thallium flux fluorescence; hits give low values;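 active means ratio B-score over 3 SD below the library mean, with starting fluorescence within 5 SD of its mean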;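 further: negative B-score means less thallium flux so channel inhibition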
RGS4 pot: RGS4 potentiators or activators, primary screen, cell-based, HEK293 M3R inducible RGS4, calcium flux; B-score at 10 µM; AID 463111, 2010; carbachol calcium flux Fluo4; hits give low values; 310,000 compounds, 0.92% hits;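 active means B-score of the integrated calcium signal more than 4 SD below the library mean, with starting fluorescence not abnormally high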;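 further: negative B-score means reduced calcium response which marks RGS4 activation or potentiation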
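Material: M3R-expressing HEK293 line, RGS4 induced by doxycycline | Schedule: Overnight RGS4 induction, 30 min dye load 37 °C, 20 min compound RT | Measured by: Fluo4 fluorescence kinetic imaging of calcium | Read-out: Integrated calcium ratio converted to B score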
Dyrk1A ADPGlo: rat Dyrk1A kinase inhibitors, primary screen, biochemical, single point, plate reader; ADP-Glo luminescence, NFATc1 peptide; inhibition, % at 12.5 µM; 310,000 compounds, 0.43% hits; AID 504441, 2011; in the data active means inhibition above about 50%;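 further: plate controls were vehicle with enzyme for no effect and no enzyme for full effect; many of its hits are not listed in these tables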
HDAC3 inhib: HDAC3 deacetylase inhibitors, primary screen, biochemical, fluorescence, cell-free homogeneous | Histone deacetylase 3 (Homo sapiens), O15379 | recombinant HDAC3, fluorogenic peptide/trypsin coupled | inhibition, % at 8.3 µM | 320,000 compounds, 0.15% hits | AID 2718, 2010; in the data active means inhibition above about 26%, passing the limit was not always enough; inconclusive means no clear call, values can overlap the other calls
PolyA inh: polyadenylation inhibitors in yeast reporter cells, primary screen, luminescence, S. cerevisiae; AID 1875, 2009; calls only at 12 µM; 300,000 compounds, 0.02% hits; S. cerevisiae SKY197-pL101 polyadenylation reporter, beta-gal luminescence; efflux-impaired pdr1/pdr3 knockout yeast; score 100 = 6 SD above DMSO;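 active means lowest replicate activity score at least 50, where 100 means six control SD above control mean; inconclusive means lowest score under 50 but half or more replicates reach 50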;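 further: yeast exposed to compound for 9 h at 30 °C; higher score means more reporter readthrough which indicates perturbed polyadenylation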
Active calls of the source: *; i = inactive; u = inconclusive; x = no result given. The list is partial, so the mix of outcomes need not match the whole.

SMILES | KCNQ1 block | KCNQ1 act | KCNK3 inh | hERG protect | GSK3beta inhib | GSK3 alpha inh | KCNK9 block | RGS4 pot | Dyrk1A ADPGlo | HDAC3 inhib | PolyA inh
O=C(COC(=O)c1ccc([N+](=O)[O-])s1)Nc1cccc(S(=O)(=O)NC2=NCCCCC2)c1 | i | i | i | -9.3 | -0.4 | -0.6 | i | i | x | 6.1 | i
CCC(=O)Nn1cnc2c(c1=O)C1(CCCCC1)Cc1ccccc1-2 | i | i | i | -7.5 | 0.2 | -0.2 | i | i | 8.6 | 3.6 | i
CN(Cc1cn(C)nc1-c1ccccc1F)C1CCOC1 (centres undefined) | i | i | i | -14.2 | 0.0 | 10.2 | i | i | 1.8 | -5.1 | i
Cc1ccc(CSc2nnc([C@@H]3CCCN3C(=O)OC(C)(C)C)o2)cc1 | i | i | i | -6.7 | 0.4 | 5.2 | i | i | -2.1 | 9.0 | i
Cc1ccccc1OCC(=O)NNC(=O)C1CCCCC1C(=O)O (centres undefined) | i | i | i | -3.2 | -0.5 | 7.9 | i | i | -6.3 | -1.6 | i
COc1ccc(CCNC(=O)COC(=O)/C=C/c2cc(OC)c(OC)c(OC)c2)cc1OC | i | i | i | -9.5 | 0.2 | -2.3 | i | i | 1.8 | 8.4 | x
Cc1ccc(NC(=O)CCC(=O)NNC(=O)NC2CCCCC2)c(C)c1 | i | i | i | -14.4 | 0.3 | -2.8 | i | i | 1.7 | u | i
CCC(c1ccccc1)c1nnc(NC(=O)c2ccco2)s1 (centres undefined) | i | i | i | -10.3 | -3.1 | -1.3 | -8.73* | i | x | -4.8 | i
CCOC(=O)C1=C(C)NC2=C(C(=O)C(C(=O)OCC)C(c3ccccc3OC)C2)C1c1ccccn1 (centres undefined) | i | i | i | -6.2 | -0.3 | -3.5 | i | i | 0.0 | -5.5 | i
O=C(NCC1CCN(Cc2cccc(Cl)c2)CC1)C1CCCN(c2ncnc3c2nc2n3CCCCC2)C1 (centres undefined) | i | i | i | -5.2 | 2.9 | 0.9 | i | i | -4.8 | 1.4 | i
O=c1nc(N2CCCC2)nc(Nc2ccccc2)[nH]1 | i | i | i | -5.7 | 0.3 | -1.7 | i | i | -7.5 | 2.2 | i
COc1ccc(C)c(NC(=O)NCCc2cnc[nH]2)c1 | i | i | i | -4.1 | -0.2 | -1.1 | i | i | -5.3 | -1.5 | i
Cc1ccc(CN2C(=O)C3CCCN3c3ccc(C#N)cc32)cc1 (centres undefined) | i | i | x | -2.8 | -0.8 | -1.7 | i | i | x | 3.2 | i
C=CCn1c(=NC(=O)c2cccs2)sc2cccc(OC)c21 | i | i | i | -10.4 | 1.9 | -0.7 | i | i | -9.5 | -8.2 | i
Fc1ccccc1OCCCn1ccnc1 | i | i | i | -10.4 | 1.6 | -2.5 | i | i | -0.1 | 4.2 | i
CCOc1cc(CNCc2cccnc2)ccc1OCC(=O)NC(C)(C)C | i | i | i | -13.1 | 0.1 | -0.7 | i | i | -0.2 | -3.5 | i
CN(C)c1ccc(CNCc2cccnc2)cc1 | i | i | i | -8.3 | -15.1 | 0.0 | i | i | x | -0.3 | i
Cc1cc(C)cc(N(CC(=O)NCc2ccco2)C(=O)CCC(=O)Nc2nccs2)c1 | i | i | i | -4.3 | 0.9 | -1.1 | i | i | 19.6 | -5.2 | i
COc1ccc(NC(=O)CSc2nc3[nH]c(=O)[nH]c(=O)c3s2)cc1OC | i | i | i | -8.0 | 2.1 | -0.9 | i | i | 3.7 | -1.8 | i
O=C(CN1C(=O)c2cccc([N+](=O)[O-])c2C1=O)OCC(=O)N1CCCCC1 | i | i | i | -4.5 | -0.3 | -0.7 | i | i | 6.7 | 2.2 | i
COc1cc(CN(C)Cc2cccc3ccccc23)cc([N+](=O)[O-])c1O | i | i | i | -2.1 | 3.4 | -4.1 | i | i | -0.5 | 6.3 | i
Cc1[nH]c2ccccc2c1CCN(Cc1cccnc1)C(=S)NC(C)(C)C | i | i | i | -8.7 | 0.6 | -2.7 | i | i | -7.8 | 4.5 | i
O=C(NCC(=O)N(c1ccccc1)C(C(=O)NC1CCCC1)c1ccncc1)c1cccs1 (centres undefined) | i | i | i | -7.4 | 1.6 | -1.7 | i | i | -4.4 | 3.6 | i
CCN(CC)C(=O)CSc1nc(C)cc(C)n1 | i | i | i | -4.8 | -16.3 | -1.5 | i | i | -1.3 | -2.6 | i
CC(C)(C)C(=O)Nc1nc(=S)ss1 | i | i | i | -3.1 | 5.2 | 2.5 | i | i | 9.5 | 4.6 | i
COc1cccc(OC(=O)c2cc3ccccc3oc2=O)c1 | i | i | i | -9.2 | 5.8 | -3.9 | i | i | x | 9.0 | i
CC(/C=N/n1c(C2CCCCC2)n[nH]c1=S)=C\c1ccccc1 | i | 21* | i | -7.9 | -3.3 | -3.1 | i | i | -2.4 | 13.0 | i
Cc1noc(C)c1S(=O)(=O)N1CCC(C(=O)NC2CCCc3ccccc32)CC1 (centres undefined) | i | i | i | -11.4 | -0.3 | -1.5 | i | i | -2.2 | -0.2 | x
CCOc1cc(-c2cc(-c3ccc(OC)cc3)nc(N)c2C#N)ccc1O | i | i | i | -11.8 | 2.3 | 6.6 | i | i | -1.2 | 0.9 | i
N#Cc1c(-c2ccccc2)nc(SCc2nc(N)nc(N3CCCCC3)n2)[nH]c1=O | i | i | i | -5.7 | 2.8 | -2.6 | i | i | 3.7 | 3.7 | i
Cc1cccc(C)c1NC(=O)CNC(=O)c1c(C)nn(-c2ccccc2)c1C | i | i | i | -10.3 | 1.0 | x | i | i | -1.9 | x | i
O=C(NC(=S)Nc1ccc(CN2CCOCC2)cc1)c1ccccc1[N+](=O)[O-] | i | i | i | -3.6 | 1.8 | x | i | i | -0.9 | 2.7 | i
CCCS(=O)(=O)N1CCN(C(=O)c2cccnc2)CC1 | i | i | i | -13.5 | 14.3 | x | i | i | 0.9 | 4.3 | i
CCCN1CCN(C(=S)Nc2ccc3nc(N4CCN(CC)CC4)cc(C)c3c2)CC1 | i | i | i | -7.9 | 1.8 | 0.4 | i | i | -3.0 | -3.6 | i
Brc1ccccc1OCCCN1CCOCC1 | i | i | i | -7.8 | 2.2 | 6.7 | i | i | -0.9 | -0.9 | i
CC(=O)Oc1ccc(C(=O)Nc2ccc(C3(C#N)CCCC3)cc2)cc1 | i | i | i | -1.4 | 1.6 | 0.8 | i | i | 6.0 | -0.5 | i
CN(Cc1nccs1)C(=O)c1ccc(OC2CCN(CCc3ccccc3)CC2)cc1 | i | i | i | -15.1 | 1.0 | -1.0 | i | i | -1.3 | -3.2 | i
O=C(N/N=C/c1ccc(OCC(=O)N2CCCCC2)cc1)c1ccccc1O | i | i | i | -4.2 | 1.0 | 0.2 | i | i | 3.2 | -2.1 | i
CC1=C(C(=O)OC(C)C)C(c2ccc(N(C)C)cc2)C2=C(CC(C)(C)CC2=O)N1 (centres undefined) | i | i | i | -10.9 | 8.7 | -1.8 | i | i | -3.4 | 2.4 | i
C/C(CC(=O)Nc1cc(C)ccn1)=N\NC(=O)c1ccncc1 | i | i | i | -9.5 | 1.4 | 0.4 | i | i | -1.0 | -8.1 | i
Cn1c(CC(=O)Nc2ccccc2Cl)nnc1SCC(=O)Nc1nncs1 | i | i | i | -6.5 | -0.5 | -0.5 | i | i | -1.8 | 2.5 | i
CCOC(=O)c1sc(NC(=S)NC(=O)c2ccc(OC)cc2)nc1C | i | i | i | 0.3 | -3.7 | -2.2 | i | i | -3.8 | -9.0 | i
CCC(=O)Nc1nnc(-c2ccccn2)o1 | i | i | i | -7.6 | 2.9 | -2.4 | i | i | -3.1 | -1.4 | i
COc1ccc(OC)c(S(=O)(=O)Nc2c(C)cccc2C)c1 | i | i | i | -3.5 | -0.1 | -0.9 | i | i | 5.1 | 1.6 | i
Cc1nnc(NNS(=O)(=O)c2ccc(Cl)cc2)[nH]c1=O | i | i | i | -2.6 | -21.4 | x | i | i | 17.4 | -1.4 | i
Cc1ccc(NC(=O)CCC(=O)NNC(=O)COc2cccc3ccccc23)c(C)c1 | i | i | i | -3.6 | -0.6 | -1.1 | i | i | x | 4.1 | i
CCCCNC(=O)CCC(=O)NNc1nc2ccccc2c2nc(-c3ccccc3)nn12 | i | i | i | -3.5 | 1.0 | x | i | i | -0.9 | x | i
CNCc1ccc(OCc2ccccc2)c(OC)c1 | i | i | i | -8.5 | -6.4 | 1.5 | i | i | -3.7 | -8.9 | i
CC(C)NC(=S)n1cc(C(=O)c2cc(Cl)cc(Cl)c2O)cn1 | i | i | i | -7.7 | 0.2 | -5.2 | i | i | -2.2 | -4.4 | i
N#Cc1nc(COc2ccccc2)oc1N1CCCC1 | i | i | i | -8.8 | -0.5 | 1.0 | i | i | -5.2 | -3.3 | i
CCC(=O)NC1(C(F)(F)F)C(=O)Nc2c1c(=O)n(C)c(=O)n2C (centres undefined) | i | i | i | -0.7 | 3.2 | -1.5 | i | i | 5.1 | 8.3 | i

As entered above.
Entry for C/C(CC(=O)Nc1cc(C)ccn1)=N\NC(=O)c1ccncc1 under HDAC3 inhib: -8.1
Entry for CCC(=O)Nc1nnc(-c2ccccn2)o1 under HDAC3 inhib: -1.4
